Cdc42 wt: changes GTP binding to wildtype human Cdc42 | P60953 | GST-Cdc42 beads, Bodipy-GTP binding, flow cytometry; actives lie on both sides | percent activity (GTP binding), % at 10 µM | 190,000 tested, 0.2% active | AID 761;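 active = percent activity GTP binding at least 20 points away from the 100% baseline, either down as inhibitor or up as activator; inconclusive = compound flagged as likely green fluorescent from well-wide comparison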;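 note: median bead fluorescence of bound Bodipy-FL-GTP at 100 nM; 0% = excess unlabeled GTP control and 100% = no compound control; below 100% means less GTP binding so inhibitor and above means activator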
Bim-Bcl-B: inhibitors of Bim-Bcl-B interaction, human; 190,000 tested, 0.073% active; inhibition, % at 10 µM; Q9HD36; bead-based flow cytometry, Bim peptide-Bcl-B binding;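 note: 0% = tracer peptide without compound and 100% = reference inhibitor peptide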
Target sequence (Q9HD36 whole entry, looked up): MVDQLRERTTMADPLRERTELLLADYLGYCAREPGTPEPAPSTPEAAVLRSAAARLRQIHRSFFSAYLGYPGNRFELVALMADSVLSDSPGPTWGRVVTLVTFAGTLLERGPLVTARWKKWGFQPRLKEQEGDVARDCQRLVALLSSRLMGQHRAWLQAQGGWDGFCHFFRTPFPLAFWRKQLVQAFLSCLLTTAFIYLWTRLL
Rac1 wt modul: alters GTP binding to wildtype human Rac1. P63000. GST-Rac1 beads, fluorescent GTP binding, flow cytometry; actives lie on both sides; 0 = cold GTP competed, 100 = untreated. GTP binding activity (% of control), % at 10 µM. 190,000 tested, 0.27% active. AID 757;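 active = GTP binding activity at least 20 points away from the 100% control level, either lower or higher; inconclusive = compound flagged as likely green fluorescent, judged across all proteins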
Rac1 mut GTP: modulators of GTP binding to human Rac1 activated mutant | GST-Rac1 activated beads, fluorescent GTP binding, flow cytometry; actives lie on both sides; 100% means binding = to untreated wells | percent activity (GTP binding), % at 10 µM | 190,000 tested, 0.11% active;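 active = GTP binding at least 20 percentage points away from the 100% baseline, in either direction, so actives lie on both sides; inconclusive = Compound likely fluorescent itself, or too few beads counted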
Bim-Bcl-2: disrupts Bim peptide binding to human Bcl-2; P10415; Bead-based flow cytometry, Bim peptide-Bcl-2 binding; inhibition, % at 10 µM; 190,000 tested, 0.06% active; AID 950; in the data active = inhibition above about 40%; inconclusive = no clear call, values can overlap the other calls;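 note: 0% = no compound wells with probe peptide and 100% = reference peptide inhibitor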
Target sequence (P10415 whole entry, looked up): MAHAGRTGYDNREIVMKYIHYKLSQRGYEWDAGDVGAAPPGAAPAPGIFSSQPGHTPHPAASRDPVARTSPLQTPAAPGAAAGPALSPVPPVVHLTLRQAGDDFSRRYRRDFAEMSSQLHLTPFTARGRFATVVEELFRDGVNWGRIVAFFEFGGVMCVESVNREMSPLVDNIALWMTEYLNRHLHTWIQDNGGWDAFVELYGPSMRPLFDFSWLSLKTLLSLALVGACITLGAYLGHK
Bim-Bfl-1: disrupts Bim binding to human Bfl-1 | Q16548 | Bead-based flow cytometry, Bim-Bfl-1 binding inhibition | inhibition, % at 10 µM | 190,000 tested, 0.12% active | AID 1008;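 note: 0% = wells without compound plus tracer and 100% = blocker peptide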
Bim-Bcl-W: human Bim-Bcl-W interaction inhibition; Q92843; bead-based flow cytometry, Bim peptide-Bcl-W binding; inhibition, % at 10 µM; 190,000 tested, 0.02% active;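 note: 0% = bound tracer without compound and 100% = peptide blocker; higher means less fluorescent Bim peptide bound to Bcl-W beads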
Target sequence (Q92843 whole entry, looked up): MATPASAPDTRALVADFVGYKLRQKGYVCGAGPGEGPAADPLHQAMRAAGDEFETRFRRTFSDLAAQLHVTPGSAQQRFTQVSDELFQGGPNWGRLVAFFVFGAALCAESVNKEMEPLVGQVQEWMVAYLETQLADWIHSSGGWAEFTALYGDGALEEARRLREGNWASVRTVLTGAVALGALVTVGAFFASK
HRas wt GTP: changes GTP binding to wildtype human HRas; P01112; GST-Ras wt beads, Bodipy-FL-GTP binding, flow cytometry; actives lie on both sides; GTP binding activity, % at 10 µM; 190,000 tested, 0.14% active; AID 759;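 active = GTP binding activity at least 20% away from the 100% baseline, either lowered as inhibitor or raised as activator; inconclusive = flagged as likely green fluorescent, judged across all proteins in the well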;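 note: 0% = unlabeled GTP competition control and 100% = no-compound control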
Target sequence (P01112 whole entry, looked up): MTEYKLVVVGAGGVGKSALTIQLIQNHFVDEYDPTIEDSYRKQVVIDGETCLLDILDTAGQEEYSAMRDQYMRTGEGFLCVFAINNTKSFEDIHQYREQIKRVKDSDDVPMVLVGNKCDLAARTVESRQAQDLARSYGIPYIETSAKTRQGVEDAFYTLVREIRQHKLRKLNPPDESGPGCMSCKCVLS
Bcl-XL Bim block: inhibitors of Bim-Bcl-XL interaction, human; AID 1007; Bim peptide-Bcl-XL binding, bead flow cytometry, fluorescence; 190,000 tested, 0.04% active; Q07817; inhibition, % at 10 µM
Target sequence (Q07817 whole entry, looked up): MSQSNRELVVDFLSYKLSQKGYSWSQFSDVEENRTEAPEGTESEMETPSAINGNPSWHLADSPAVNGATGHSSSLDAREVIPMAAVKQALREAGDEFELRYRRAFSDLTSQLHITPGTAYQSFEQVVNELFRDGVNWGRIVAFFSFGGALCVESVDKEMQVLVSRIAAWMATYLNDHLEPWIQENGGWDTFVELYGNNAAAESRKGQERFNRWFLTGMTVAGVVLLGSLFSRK
Rab2A wt mod: changes GTP binding to wildtype dog Rab2A, up or down; GTP binding activity, % at 10 µM; P61105; AID 760; GST-Rab2 wt beads, Bodipy-GTP binding, flow cytometry; 190,000 tested, 0.19% active;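 active = GTP binding activity at least 20 points away from 100%, either lowered or raised; inconclusive = signal likely due to the compound's own green fluorescence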;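 note: 0% = beads with excess unlabeled GTP and 100% = no-compound control corrected for plate trend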
Rab7 wt modul: dog Rab7 wildtype GTP binding, inhibitors and activators | GST-Rab7 beads, fluorescent GTP binding, flow cytometry; actives lie on both sides; untreated = 100%, excess cold GTP = 0% | GTP binding activity (percent of control), % at 10 µM | 190,000 tested, 0.055% active;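 active = fluorescent GTP binding to Rab7 beads changed by at least 20 points from the 100% baseline, either direction, mostly lower; inconclusive = compound itself probably fluorescent, or too few beads counted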;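 note: median green fluorescence of bound Bodipy-FL-GTP per Rab7 bead population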
* = called active by the depositor; ? = inconclusive; & = joins results of further samples. Cut-off read from the data, not from the text of the source, unless noted: active = inhibition above about 40%.

Value order – Cdc42 wt	Bim-Bcl-B	Rac1 wt modul	Rac1 mut GTP	Bim-Bcl-2	Bim-Bfl-1	Bim-Bcl-W	HRas wt GTP	Bcl-XL Bim block	Rab2A wt mod	Rab7 wt modul
> O=C(c1ccc(Cl)c(S(=O)(=O)N2CCCC2)c1)N1CCN(c2ccc(F)cc2)CC1
  97	-6	97	95	-8	-6	-1	96	-3	98	99
> COC(=O)c1c2c(nc3ccccc13)CCC2
  96	-6	102	102	-6	-10	1	102	-14	103	103
> CCCNC(=O)NNC(=O)c1ccc(F)cc1
  97	-4	100	96	-3	-6	-3	98	-6	96	95
> O=C(CSc1nc2[nH]ncc2c(=O)[nH]1)N1CCCC1
  99	-4	100	98	-7	-3	-4	99	-7	96	99
> CCOC(=O)C1=C(C)NC(C)=C(C(=O)OCC)C1C(=O)OCC(=O)N(CC)C1CCS(=O)(=O)C1 (stereo not given)
  92	-4	89	93	-4	-4	0	95	-2	95	103
> O=C(CCN1C(=O)C2C3CCC(C3)C2C1=O)Nc1ccccc1C(F)(F)F (stereo not given)
  94	6	96	96	5	6	0	97	1	97	99
> Nc1nc2ncc(-c3ccsc3)c(N)n2n1
  98	-1	99	93	-3	-6	-4	97	-4	99	99
> COc1cccc(CN2CCNC(=O)C2CC(=O)N2CCCCO2)c1OC (stereo not given)
  96	-2	101	97	0	-5	0	97	-2	98	99
> CC(=O)Nc1ccc(CN2CCCCCCC2)cc1
  100	6	100	97	1	0	0	101	1	97	98
> O=S(=O)(c1ccc(Oc2ccc(S(=O)(=O)N3CCOCC3)cc2)cc1)N1CCOCC1
  100	-7	102	97	-9	-10	0	100	-1	99	98
> NC(=O)c1ccsc1NC(=O)CSc1nc2ccccc2c(=O)n1CCCO
  105	-1	101	100	-4	-5	-3	103	-4	103	94
> Cc1cc(C(F)(F)F)c(C#N)c(SCC(=O)NC(C)(C)C)n1
  101	3	98	97	3	6	4	101	-2	100	98
> Cc1nc(NC(=O)COC(=O)CCc2nc3ccccc3s2)c(Cl)cc1Cl
  100	-14	104	96	-3	-9	-6	98	-9	95	100
> Cc1nc(S(=O)(=O)N2CCOCC2)c(C#N)c(C)c1Cl
  100	1	99	98	0	0	0	100	0	100	102
> O=[N+]([O-])c1ccc(S(=O)(=O)N2CCN(Cc3c[nH]c4ccccc34)CC2)cc1
  94	0	92	94	0	-8	0	95	-1	93	97
> CC1(C)CC(=O)C=C(Nc2ccccc2O)C1
  ?	-2	?	?	3	0	-5	?	-15	?	?
> Fc1ccc2[nH]c3c(N4CCN(c5ccccc5)CC4)ncnc3c2c1
  99	0	101	98	-2	0	0	99	-1	98	101
> Cc1ccc(NC(=O)c2ccc(F)cc2)cc1S(=O)(=O)N1CCCCCC1
  94	0	94	92	-3	-1	-2	93	-5	96	92
> CC(=O)N1CCN(CC(=O)Nc2ccccc2Sc2ccc(Cl)cc2)CC1
  101	-8	103	96	-7	-3	-4	97	-7	97	98
> O=C(NCc1cccs1)C1CCCN(c2nc3ccccc3o2)C1 (stereo not given)
  92	0	93	92	4	0	2	93	-2	92	92

Additional structures follow:
Value order – Cdc42 wt	Bim-Bcl-B	Rac1 wt modul	Rac1 mut GTP	Bim-Bcl-2	Bim-Bfl-1	Bim-Bcl-W	HRas wt GTP	Bcl-XL Bim block	Rab2A wt mod	Rab7 wt modul
> CCC1Oc2ccc(C)cc2N(CC(=O)NCCC2=CCCCC2)C1=O (stereo not given)
  102	-1	102	99	-1	0	0	102	1	101	99
> C=CCNc1nc(-c2ccccn2)nnc1-c1ccccc1
  101	4	101	99	-14	-13	0	99	-6	102	102
> COc1cc(CC(=O)OCC(=O)Nc2ccc(N3CCOCC3)cc2)cc(OC)c1OC
  98	-4	101	99	-3	-9	-4	97	-7	97	96
> COCC(=O)Nc1nc(-c2ccccc2)ns1
  101	2	102	98	8	2	3	98	0	98	98
> CCn1c(CSc2nnc(-c3ccoc3C)n2C)nc2cc(S(=O)(=O)N(C)C)ccc21
  97&104	-2&0	97&107	94	0&-3	-2&-5	-1&0	99	-1&-4	100&96	100&95
> COc1cccc(NC(=O)NC2CCCc3ccccc32)c1 (stereo not given)
  97	-8	99	95	-7	-3	-1	95	0	98	100
> C/C(=N\NC(=O)c1nn(C)cc1Cl)c1ccncc1
  101	-8	97	101	-4	-5	-5	100	-7	102	99
> CCOC(=O)c1sc(=NC(=O)c2cc(OC)c(OC)c(OC)c2)n(C)c1C
  100	0	101	99	7	1	2	99	1	100	96
> O=C(c1cccs1)n1nc(-c2ccco2)nc1SCc1ccccc1
  105	-2	105	98	-3	-2	-2	106	-3	105	106
> CCCCCOC(=O)Cn1c(N2CCOCC2)nc2c1c(=O)[nH]c(=O)n2C
  108	1	106	102	-2	2	-2	109	-2	109	105
> CC(C)CCOc1cccc(OCC(=O)O)c1
  ?	-2	?	?	0	-2	-5	?	-4	?	?
> CN(C(=O)N1CCN(c2ccccn2)CC1)c1ccccc1
  102	-1	100	99	-1	-1	0	100	-1	99	100
> O=C(NCC1CCCO1)C(c1cccs1)N(C(=O)Cn1nnc(-c2cccs2)n1)C1CCCC1 (stereo not given)
  100	-5	108	99	0	0	-4	100	-7	96	102
> CCOC(=O)CN(C(=O)CSc1nnc(C)n1-c1ccccc1)c1cccc([N+](=O)[O-])c1
  103	-3	100	102	-1	-3	-2	102	0	104	97
> O=C(CNS(=O)(=O)c1cccc(Cl)c1)OCc1csc(-c2ccccc2)n1
  101	-11	101	96	-10	-3	-5	98	-4	96	99
> O=C(NCc1cccnc1)NC1CCCN1S(=O)(=O)c1ccc(Cl)cc1 (stereo not given)
  110	0	108	101	0	0	0	107	1	104	106
> COCCSc1ccccc1C(=O)NCCCn1ccnc1
  97	-6	102	98	-7	-11	-1	98	-7	97	98
> CCC(C)(C)C1CCC2(CC1)NC(CO)(CO)CO2 (stereo not given)
  99	-33	104	99	-33	-27	-30	103	-28	103	101
> COc1ccc(C)cc1NC(=O)C(c1ccccc1)N1CCNC(=O)C1 (stereo not given)
  94	-9	100	96	-5	-7	-3	100	-3	97	106
> Cc1ccc(Nc2nc(C(=O)N3CCC(C(=O)N4CCN(C)CC4)CC3)cs2)cc1
  97	-7	102	95	-7	-10	0	99	-5	96	102

Further structures
Value order – Cdc42 wt	Bim-Bcl-B	Rac1 wt modul	Rac1 mut GTP	Bim-Bcl-2	Bim-Bfl-1	Bim-Bcl-W	HRas wt GTP	Bcl-XL Bim block	Rab2A wt mod	Rab7 wt modul
> C=Cc1ccc2c(c1)N(C)C(=C)S2
  96	-5	98	95	0	11	-1	95	-6	95	98
> CC(C)OCCCNc1ncnc2c1cnn2-c1ccccc1
  105	-2	105	99	-3	-6	-3	101	-4	98	97
> Cc1cccn2c(=O)c(/C=C(\C#N)S(=O)(=O)c3ccccc3)c(Oc3ccc(Cl)cc3)nc12
  100	-6	100	97	-2	-13	-4	101	-6	102	102
> COc1ccc(/C=C/C(=O)Nn2cnnc2)cc1
  98	-3	100	97	-3	-2	-3	97	-2	96	97
> Cc1ccc2c(c1)NCC(C(=O)NC1CCC(C)CC1)O2 (stereo not given)
  104	-7	106	98	-2	0	-1	101	-8	103	99
> CN1CCN(S(=O)(=O)c2ccc(NC(=O)c3ccc(Br)s3)cc2)CC1
  99	-8	99	96	-8	-10	0	98	5	97	101
> COC(=O)C1=C(C)NC(=O)NC1c1cn(-c2ccccc2)nc1-c1cccs1 (stereo not given)
  104	-2	104	100	0	0	0	102	-1	100	100
> Cc1cc(C)nc(N2CCCC(C(=O)Nc3ccc4c(c3)OCCO4)C2)n1 (stereo not given)
  98	-7	99	96	-3	-2	-1	98	1	97	99
> C/C=C/Cn1c(Br)nc2c1c(=O)[nH]c(=O)n2C
  99	-6	100	97	-7	-11	0	97	-4	103	99
> Cc1ccc(/C(O)=C2/C(=O)C(=O)N(CCCn3ccnc3)C2c2ccccn2)cc1 (stereo not given)
  100	-3	104	98	-4	-2	-1	104	-7	101	105
> COc1ccc(-n2c(C)cc(C(=O)COC(=O)c3cc(OC)c(OC)cc3NC(=O)c3cccs3)c2C)cc1
  101	-9	102	102	-1	-4	-5	98	-6	98	98
> O=C(CS(=O)(=O)c1cn(CC(=O)N2CCOCC2)c2ccccc12)Nc1ccccc1
  96	-1	101	96	2	-2	0	97	-1	98	93
> Cn1cc(CN(CCCN2CCOCC2)C(=S)Nc2cccc(Cl)c2)c2ccccc21
  101	-4	101	98	2	2	1	101	1	100	100
> CCc1c(C)sc2nc3c(C(=O)N4CCOCC4)cc(C(=O)c4cc(F)ccc4O)cn3c(=O)c12
  90	-1	93	92	1	0	3	92	4	91	88
> Cc1ccccc1Oc1cc(NC(=O)CCCn2nc(C)c([N+](=O)[O-])c2C)cc([N+](=O)[O-])c1
  98	-6	105	99	-4	-2	-4	100	-8	98	99
> Cc1ccc(C(=O)NC(=S)Nc2ccc3c(c2)OCCO3)c(C)c1
  101	-7	100	99	-4	-1	-4	100	-3	101	97
> O=C1CCCc2oc3ccc(O)cc3c21
  101	-1	104	99	-2	0	0	103	-2	103	105
> O=C(NN=C1CCCC1)C(=O)Nc1cccc(C(F)(F)F)c1
  101	-11	108	102	-8	-13	0	103	-5	105	104
> CN(C)Cc1ccccc1Sc1cccc2ccccc12
  98	-8	101	103	-8	-12	-1	99	-7	98	100
> COc1ccccc1NC(=O)c1ccc(NS(=O)(=O)c2ccc(F)c(Cl)c2)cc1
  91	-4	96	95	-6	-6	-9	96	-11	94	97

New compounds follow.
Value order – Cdc42 wt	Bim-Bcl-B	Rac1 wt modul	Rac1 mut GTP	Bim-Bcl-2	Bim-Bfl-1	Bim-Bcl-W	HRas wt GTP	Bcl-XL Bim block	Rab2A wt mod	Rab7 wt modul
> Cc1ccc(C(=O)C2CCN(CC(=O)N3CCN(c4ccc(F)cc4)CC3)CC2)cc1
  97	-8	101	95	-5	-7	-3	98	-6	102	106
> COc1ccc(C)cc1-n1nnnc1SCC(=O)c1ccc2c(c1)OCCO2
  99	-13	99	93	-10	-10	-3	95	-2	96	95
> CCNc1nc(Oc2ccccc2)nc(OC(C)C(=O)OCC)n1 (stereo not given)
  100	-4	101	97	-2	-5	-2	97	-7	97	103
> O=C(CN1CCCCCC1)N/N=C/c1cccs1
  103	-6	103	97	-11	-13	-2	99	-14	102	99
> Cn1cnc(S(=O)(=O)Nc2ccc(C(F)(F)F)cc2)c1
  94	0	92	93	9	0	0	97	0	95	92
> CC(C)NC(=O)Nc1ccc(Br)cc1Cl
  94	-2	94	95	-2	-6	-3	95	-7	94	93
> C=CCN1C(=O)C(CC(=O)NCC)SC1=Nc1ccc(S(N)(=O)=O)cc1 (stereo not given)
  96	-6	100	95	-10	-14	-2	96	-9	97	99
> CCOC(=O)C1=C(CC)Nc2ccccc2N=C1NC(=O)CCNC(C)=O
  94	-1	102	97	0	-3	0	98	-1	94	95
> COc1cccc2c(=O)n(CC(=O)N3CCN(c4ccccc4)CC3)ccc12
  102	0	102	98	-5	-7	2	100	-1	100	99
> Cc1ccc(C(=O)NC(=S)Nc2cccc(NC(=O)c3ccccc3)c2)cc1[N+](=O)[O-]
  97	-6	101	101	-6	-12	-5	100	-7	100	103

Screening data: PubChem BioAssay, NMMLSC
